Source: PubChem
DRD3 agonist – activates the human D3 dopamine receptor. P35462. max activation, %. actives 0.58% (n = 410,000). D3R DiscoveRx beta-arrestin cells, luminescence, 90 min; in the data active = max activation above about 30%; note: 0% is about no effect; mostly tested at two doses, the higher about 12 µM
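Agonist mode: compounds and dopamine controls were applied to plated cells for 90 min at 37 degrees C after an overnight attachment at 1500 cells/well. Luminescent read-out followed 30 - 60 minutes at room temperature with DiscoveRx detection reagent.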
EPAC2 ag – agonists of human EPAC2 (RAPGEF4). actives 0.079% (n = 360,000). Potency, µM (highest dose often 154 µM), inactives show at the top dose activation, most hits filed as activators. EPAC2 activation, biochemical qHTS; response scale: 100% = 6.5 mM cAMP response. Q8WZA2; note: potency is the fitted concentration of half-maximal effect; nearly all actives have a fitted effect of over 50% in size
Target sequence (Q8WZA2 whole entry, looked up): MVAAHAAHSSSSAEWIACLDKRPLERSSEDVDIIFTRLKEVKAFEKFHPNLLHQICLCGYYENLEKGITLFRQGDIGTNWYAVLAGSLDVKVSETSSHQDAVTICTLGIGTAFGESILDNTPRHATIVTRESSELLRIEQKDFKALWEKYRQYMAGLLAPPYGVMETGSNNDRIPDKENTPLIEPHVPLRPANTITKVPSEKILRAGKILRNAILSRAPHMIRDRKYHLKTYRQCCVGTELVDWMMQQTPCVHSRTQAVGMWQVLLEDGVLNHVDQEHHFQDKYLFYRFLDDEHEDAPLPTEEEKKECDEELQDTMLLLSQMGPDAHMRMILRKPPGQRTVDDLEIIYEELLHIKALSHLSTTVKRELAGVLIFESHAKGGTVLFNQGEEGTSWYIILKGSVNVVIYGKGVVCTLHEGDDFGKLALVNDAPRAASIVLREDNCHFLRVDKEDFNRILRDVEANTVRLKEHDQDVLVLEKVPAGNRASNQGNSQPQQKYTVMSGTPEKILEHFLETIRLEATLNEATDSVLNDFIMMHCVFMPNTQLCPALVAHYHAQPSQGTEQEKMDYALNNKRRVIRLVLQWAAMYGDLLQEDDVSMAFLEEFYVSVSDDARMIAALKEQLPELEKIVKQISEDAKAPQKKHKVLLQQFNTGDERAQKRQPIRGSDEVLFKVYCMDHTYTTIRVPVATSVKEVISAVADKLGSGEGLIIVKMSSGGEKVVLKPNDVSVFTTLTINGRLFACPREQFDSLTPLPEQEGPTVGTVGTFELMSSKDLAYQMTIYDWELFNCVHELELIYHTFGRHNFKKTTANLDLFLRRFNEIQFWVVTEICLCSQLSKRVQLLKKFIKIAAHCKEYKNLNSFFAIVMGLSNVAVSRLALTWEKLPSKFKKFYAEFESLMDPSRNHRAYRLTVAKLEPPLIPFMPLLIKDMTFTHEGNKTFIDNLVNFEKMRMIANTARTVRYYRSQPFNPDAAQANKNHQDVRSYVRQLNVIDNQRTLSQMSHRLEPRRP
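In this primary screen, activation is scored as increased exchange of BODIPY-GDP from Rap1B by 100 nM EPAC2, with 50 uM GDP as competitor. Signal is normalized to the 6.5 mM cAMP agonist control.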
CCT modulator – cytosolic chaperonin activity modulation. purified chaperonin ATPase assay, HTRF ADP detection, 30 min. activity change, % (no concentration beside the values), hits read low. actives 0.3% (n = 360,000); in the data active = activity change below about -30%; note: % is set by controls: 0 for no effect and ±100 for the full control effect
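TRiC (40 or 20 nM final, by batch activity) in 30 mM Tris pH 7.4, 100 mM KCl, 5 mM MgCl2, 1 mM DTT was treated with compound at 76 uM single dose, then 10 uM ATP, 30 min at 37 °C. ADP was read by HTRF Transcreener.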
Mm-Cpn inhibitor – inhibitors of Methanococcus maripaludis chaperonin (MmCpn). purified Mm-Cpn ATPase, ADP Transcreener TR-FRET. AID 504842. actives 0.031% (n = 330,000). Potency, µM (titrated, usually from 76.9 µM), for inactives: at the top dose activity, negative = inhibition, actives largely listed as inhibitors; note: potency is the fitted concentration of half-maximal effect; % is set by controls: 0 for no effect and ±100 for the full control effect; nearly all actives have a fitted effect of over 80% in size
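ATPase turnover read by TR-FRET ADP competition (Eu cryptate antibody/ADP-d2, 665/590 nm): 10uM ATP final, 25nM Mm-CPN final, 30 min 37degC after 10-min compound preincubation, pH 7.4 Tris/KCl/MgCl2/DTT buffer.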
DRD3 antagonist – D3 dopamine receptor (human) antagonism; actives 2.5% (n = 360,000); P35462; D3R cells, DiscoveRx beta-arrestin luminescence, antagonist mode; active compounds read low; max response, negative = inhibition, %; in the data active = max response below about -50%; inconclusive = no clear call, values can overlap the other calls; note: % is set by controls: 0 for no effect and ±100 for the full control effect; mostly tested at two doses, the higher about 12 µM
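Cells plated overnight at 1500 cells/well, then exposed to library compounds with dopamine controls for 90 minutes at 37 degrees C. DiscoveRx reagent added for 30–60 minutes at room temperature; luminescence read, quantitative HTS format.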
pAkt inh – blocks phosphorylation of Akt; Neuro2A IGF-stimulated pAkt S473 HTRF, 20 min; active compounds read low; activity change, % for hits at 50 µM; AID 651550; actives 0.32% (n = 360,000); in the data active = activity change below about -80%; inconclusive = mostly about -51% to -80%; note: % is set by controls: 0 for no effect and ±100 for the full control effect
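Single-point screen (50 µM final compound) in Neuro2A cells stimulated 20 min with 6 nM IGF at 37 deg C. After lysis, Ser473-phosphorylated Akt read by HTRF (ex 330 nm, em 615/665 nm) as the 665/615 ratio.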
EPAC2 antagonist – antagonists of human EPAC2; Potency, µM (doses to about 114 µM), for inactives: at the top dose activity, negative = inhibition, most hits filed as inhibitors; actives 0.18% (n = 360,000); EPAC2 GEF exchange of Rap1B-BODIPY-GDP, fluorescence; note: potency is the fitted concentration of half-maximal effect; % is set by controls: 0 for no effect and ±100 for the full control effect; nearly all actives have a fitted effect of over 45% in size; many of its hits are not listed in these tables
PTHR1 agonist – agonists of human PTHR1 parathyroid hormone receptor | Q03431 | HEK293 GP2 PTHR1 cells, GloSensor cAMP luminescence, 1 h | Potency, µM (top dose mostly 115 µM), for inactives: top-dose activation, actives largely listed as activators | actives 0.075% (n = 410,000); note: potency is the fitted concentration of half-maximal effect; nearly all actives have a fitted effect of over 55% in size; some results filed as inactive show a strong effect at the top dose; inactives centre near -15; many of its hits are not listed in these tables
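HEK-293-derived GP2 cells expressing PTHR1 and a GloSensor cAMP reporter, 3,000/well, plated overnight, given luciferin plus IBMX (each 0.5 mM as added) for 1 h at 37 °C, then compound for 1 h at 37 °C. Luminescence was read after 15 min at room temperature.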
Starred values were filed as active, the others as inactive; i = inactive; ? = inconclusive; . = no result given; & = joins results of further samples; [ ] = another dose, or the depositor's remark. Unless noted, calls come from the whole dose curve; as a rule, active = well fitted curve in the direction sought with a large enough effect; inconclusive = small, poorly fitted or top-dose-only effect, or another doubt; inactive = no such curve, though single readings can be large; an effect the other way counts as inactive or inconclusive. The list is partial (hit frequency here may not be typical).

compound,DRD3 agonist,EPAC2 ag,CCT modulator,Mm-Cpn inhibitor,DRD3 antagonist,pAkt inh,EPAC2 antagonist,PTHR1 agonist
CC(C)(C)NC(=O)C(c1ccc(-c2ccccc2)cc1)n1c(=O)c(-c2ccccc2)nc2ccccc21 (stereo not given),7,4%,.,.,17,i,5%,-5%
O=c1[nH]nc(-c2ccc(F)cc2)cc1Cc1cccs1,3,13%,-0.6,1%,11,i,5%,i
Cn1cnc(S(=O)(=O)N2CCCCC2c2cc(C(=O)Nc3ccccc3Cl)no2)c1 (stereo not given),-8,7%,-1.5,.,4,i,-14%,-10%
CCCOc1ccc(-c2nc(C#N)c(N3CCN(C)CC3)o2)cc1,-11,-12%,1.0,-2%,?,i,-3%,-22%[57.5 µM]
CC(C)NC(=O)NC(=O)COC(=O)c1cccc(OC(F)F)c1,-3,2%,3.1,1%,16,i,7%,-18%
CS(=O)(=O)N(CC(=O)NC1CC1)c1cccc(F)c1,2,-7%,-1.3,-2%,17,i,3%,-20%
CC1Sc2ccc(S(=O)(=O)N3CCC(C(=O)NCc4ccco4)CC3)cc2NC1=O (stereo not given),3,5%,-34*,3%,-3,i,7%,i
N#Cc1ccc(OCC(=O)n2cc(C(=O)c3cc(Cl)cc(Cl)c3O)cn2)cc1,11,3%,-1.2,-6%,?,i,-12%,-32%[inhibitor]
Cc1ccc(-n2nnnc2SCC(=O)NC2CC2)cc1C,-4,7%,-1.1,1%,17,i,-4%,i
Cn1c2ccc(F)cc2c2nc3ccccc3nc21,2,3%,0.1,-1%,1,i,6%,-22%
Cc1cc(C)cc(NC(=O)c2cccc(N3C(=O)C4C5C=CC(C5)C4C3=O)c2)c1 (stereo not given),5,15%,-3.4,-4%,3,i,-2%,-20%
Cc1cc(=O)oc2cc(OC(=O)c3ccccc3)ccc12,-17,2%,0.3,-3%,-26,i,-16%,i
COc1ccc(CNC(=O)CSc2nn3c(=O)c(C(C)(C)C)nnc3s2)cc1OC,18,8%,1.9,-8%,73,i,1%,-17%
COc1ccc(NC(=O)CSC2=C(C#N)C(c3ccco3)C(C(=O)Nc3nc4ccccc4s3)=C(C)N2)cc1 (stereo not given),-1,0%[15.6 µM],-2.3,.,0,.,10%,i
COc1ccc(C2C3=C(CCCC3=O)N(CC(=O)O)C3=C2C(=O)CCC3)cc1Br,-5,7%,-1.1,.,-21,i,9%,-17%
CC(C)(C)OC(=O)N(Cc1ccccc1)Cc1ccc(OCc2cccc(NC(=O)c3ccccc3)c2)cc1,10,9%,0.7,.,60,i,2%,-3%
CC1=C(C(=O)OCC2CCCO2)C(c2ccc(Cl)c(Cl)c2)NC(=O)N1 (stereo not given),-9,5%,2.0,-4%,-16,i,-23%,-58%[inhibitor]
CSc1n[nH]c(=O)n1-c1cccc(Cl)c1,11,0%,1.3,-1%,13,i,4%,i
CC(=O)c1c(O)cc(O)cc1O,12,3%,0.5,.,-9,i,11%,-9%
O=C(Nc1ccc(Cl)cc1)N1CCc2[nH]c3ccccc3c2C1,-9,12%,-0.1,1%,10,i,-23%,-3%
CCCCN1C[C@H](CSC)[C@@H](CC(=O)Nc2ccc(Br)cc2)C1=O,-11,7%,-1.0,.,-8,i,-9%,-18%
CC(=O)Nc1cnc(-c2ccc(O)cc2C)cn1,10,4%,0.1,.,13,i,-10%,-22%
COc1ccc(C(=O)NC(=S)N(Cc2ccccc2)Cc2ccccc2)cc1,-10,20%,-0.5,2%,?,i,-6%,i
CC(C)n1cnc2c(N(C)c3cccc(Cl)c3)nc(N(CCO)CCO)nc21,-17,-1%,-0.4,-3%,4,i,-5%,-63%[inhibitor]
Cc1cccc(CSc2[nH]c(=O)ncc2C)c1,2,11%,-1.9,-5%,1,i,0%,i

Of the compounds above, 2 contain bromine.
compound,DRD3 agonist,EPAC2 ag,CCT modulator,Mm-Cpn inhibitor,DRD3 antagonist,pAkt inh,EPAC2 antagonist,PTHR1 agonist
COc1ccc(C2C3=C(CCCC3=O)N(CC(=O)O)C3=C2C(=O)CCC3)cc1Br,-5,7%,-1.1,.,-21,i,9%,-17%
CCCCN1C[C@H](CSC)[C@@H](CC(=O)Nc2ccc(Br)cc2)C1=O,-11,7%,-1.0,.,-8,i,-9%,-18%

Next part:
compound,DRD3 agonist,EPAC2 ag,CCT modulator,Mm-Cpn inhibitor,DRD3 antagonist,pAkt inh,EPAC2 antagonist,PTHR1 agonist
CCOc1ccc(CCNC(=O)c2[nH]c(C)c(C(C)=O)c2CC)cc1OCC,9,1%,-3.8,1%,17,i,11%,i
O=C(CSc1ccc2nnc(-c3cccnc3)n2n1)c1ccccc1,-6,8%,-0.4,-7%,-9,i,-18%,i
CNc1nc(NCC2CCCCC2)c2sccc2n1,5,6%,0.6,.,8,i,5%,-26%
CCOc1ccc(S(=O)(=O)N2CCN(C(=O)c3oc4ccccc4c3C)CC2)cc1,-2,4%,1.0,.,10,i,-6%,i
COc1cc(CCC(=O)OCC(=O)Nc2ccc(C)cc2Cl)cc(OC)c1OC,2,13%,-0.2,2%,1,i,-9%,-5%
COc1ccc(C(Nc2ccccn2)c2oc(CO)cc(=O)c2O)cc1 (stereo not given),4,-7%,-2.7,-2%,23,i,17%,i
Cc1ccc(NC(=O)CCN2CCC(Cc3ccccc3)CC2)cc1,-17,-1%,-3.5,-3%,-53*,i,-1%,i
CN(C)c1ccc(C(=O)N2CCNC(=O)C2CC(=O)Nc2ccc(F)cc2)cc1 (stereo not given),1,-10%,2.3,-1%,1,i,19%,-5%
COc1ccc(N2C(=O)CSC23C(=O)N2CCCc4cccc3c42)cc1 (stereo not given),-2,3%,2.3,2%,-9,i,1%,-25%[57.5 µM]
CCOc1ccc2ccccc2c1/C=N/NC(=O)c1ccc(C)nc1,-17,2%,0.1,-1%,-6,i,5%,-25%
COCCCn1cnnc1SC(C)C(=O)Nc1ccc(S(=O)(=O)N2CCOCC2)cc1 (stereo not given),-1,-7%,2.0,0%,3,i,-2%,-24%
CCCCn1c(N)c(N(CC)C(=O)c2ccc(N3CCCC3=O)cc2)c(=O)[nH]c1=O,-5,2%,1.2,1%,6,i,20%,i
O=C(CCC1CCCCC1)NCc1ccncc1,2,7%,1.7,1%,8,i,16%,i
COc1cc(CN2CCCC(N3CCN(c4ccccc4C)CC3)C2)ccc1O (stereo not given),-5,-4%,0.6,0%,?,i,-13%,-43%[inhibitor]
Cc1noc(NS(=O)(=O)c2ccc(NC(=O)C(CC(C)C)N3C(=O)c4ccccc4C3=O)cc2)c1C (stereo not given),2,5%,-0.3,2%,-4,i,-10%,i
O=C(OCn1nnc2ccccc2c1=O)c1ccc(S(=O)(=O)N2CCOCC2)cc1,1,-1%,0.7,-3%,13,i,-6%,i
COc1ccc(CNC(=O)c2ccc(S(=O)(=O)N3CC(C)CC(C)C3)cc2)cc1OC (stereo not given),-16,-21%,-1.2,.,-24,i,0%,-27%
O=C(CSc1nc(-c2ccccc2)cs1)N1CCN(C(=O)c2ccco2)CC1,3,6%,-0.3,0%,20,i,-13%,i
COc1cc2c(cc1OC)C(c1cccc(Cl)c1)CC(=O)N2 (stereo not given),18&-8,11%,0.6,-1%,13,i,4%,-23%
Cc1ccc(NC(=O)CN2CCc3cc4c(cc3C2)OCCCO4)cc1C,-18,20%,2.3,1%,-27,i,-12%,-9%
COc1ccccc1NC(=O)c1ccccc1-c1nc(-c2ccccc2OC)no1,16,3%,-1.1,5%,-5,i,-3%,i
COc1cc(C)ccc1OCc1cc(C(=O)NC2CCOCC2)no1,3,5%,-2.8,.,-17,i,-5%,i
Cn1cc(Cc2ccccc2)c(=O)c(Cc2ccccc2)c1,3,2%,-3.1,.,6,i,-1%,i
COc1ccc(C(=O)N2CCC2(C)C(=O)O)cc1C(F)(F)F (stereo not given),-9,10%,-0.4,.,?,i,6%,-24%
Cc1[nH][nH]c(=O)c1C(c1c(C)[nH][nH]c1=O)c1cn(Cc2ccccc2Cl)c2ccccc12,-10,-6%,-1.9,0%,0,i,-4%,-24%
CCOc1ccc(NC(=O)c2ccc(CN3CCc4ccccc4C3)cc2)cc1,-22,2%,0.3,0%,?,i,7%,-36%[inhibitor]
O=C(CCn1c(=O)oc2ccccc21)Nc1cccc(Cl)c1,-2,6%,-3.2,5%,-1,i,-3%,i

Entries of single compounds, looked up by structure. Order of values: DRD3 agonist	EPAC2 ag	CCT modulator	Mm-Cpn inhibitor	DRD3 antagonist	pAkt inh	EPAC2 antagonist	PTHR1 agonist
COc1cc(C)ccc1OCc1cc(C(=O)NC2CCOCC2)no1 is listed as 3	5%	-2.8	.	-17	i	-5%	i
O=C(CCn1c(=O)oc2ccccc21)Nc1cccc(Cl)c1 is listed as -2	6%	-3.2	5%	-1	i	-3%	i
CCCCn1c(N)c(N(CC)C(=O)c2ccc(N3CCCC3=O)cc2)c(=O)[nH]c1=O is listed as -5	2%	1.2	1%	6	i	20%	i
